High-throughput results: PubChem BioAssay, National Center for Advancing Translational Sciences (NCATS)
12-LOX inh: Primary qHTS assay for inhibitors of human arachidonate 12S-lipoxygenase (ALOX12): Round 2 | Potency, µM (titrated, usually from 108 µM), inactives show at the top dose activity change, negative = inhibition, usual class: inhibitors | purified 12hLO, xylenol orange hydroperoxide absorbance | 580,000 tested, 1.1% active | AID 1671190, 2021 | Polyunsaturated fatty acid lipoxygenase ALOX12 (Homo sapiens), P18054; active = well fitted inhibition curve with a large enough effect; inconclusive = small, poorly fitted or top-dose-only effect, or another doubt; inactive = no such curve, though single readings can be large or run the other way
Target sequence (P18054 whole entry, looked up): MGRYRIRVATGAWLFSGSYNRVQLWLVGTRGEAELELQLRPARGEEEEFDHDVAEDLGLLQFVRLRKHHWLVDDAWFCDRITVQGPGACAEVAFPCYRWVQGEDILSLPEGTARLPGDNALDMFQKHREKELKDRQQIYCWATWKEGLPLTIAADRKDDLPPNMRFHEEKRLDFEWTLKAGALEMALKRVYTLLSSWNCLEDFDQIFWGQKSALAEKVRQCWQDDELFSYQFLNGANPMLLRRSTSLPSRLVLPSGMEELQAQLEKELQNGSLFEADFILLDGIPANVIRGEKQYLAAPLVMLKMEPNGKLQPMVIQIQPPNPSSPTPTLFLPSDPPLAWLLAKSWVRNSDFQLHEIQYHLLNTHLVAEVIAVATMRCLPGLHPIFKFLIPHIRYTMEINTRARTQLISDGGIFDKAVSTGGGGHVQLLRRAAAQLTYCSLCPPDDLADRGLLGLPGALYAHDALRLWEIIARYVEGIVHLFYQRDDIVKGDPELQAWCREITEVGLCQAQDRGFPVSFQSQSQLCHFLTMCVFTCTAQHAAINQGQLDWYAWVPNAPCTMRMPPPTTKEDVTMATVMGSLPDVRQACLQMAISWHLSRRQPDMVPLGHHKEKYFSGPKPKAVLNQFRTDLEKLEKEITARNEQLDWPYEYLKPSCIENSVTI
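Hydroperoxide product was detected by ferrous iron/xylenol orange as the 573 to 405 nm absorbance ratio. Arachidonic acid at 40 uM (final) was turned over for 30 min at room temperature by 150 nM human 12hLO, pH 7.0 Hepes buffer, after 15 min compound preincubation.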
Active calls of the source: *; ? = inconclusive; & = joins results of further samples; [ ] = remark or other dose. % is set by controls: 0 for no effect and ±100 for the full control effect; potency is the fitted concentration of half-maximal effect.

SMILES	12-LOX inh
C[C@@H](NC(=O)C1CC1)c1onc(-c2ccc(Cl)cc2)c1C(=O)O	6%[176 µM]
CN1CCN([C@H]2CCN(Cc3ccc4occc4c3)C[C@H]2CCC(=O)O)CC1	-6%
CN(C)CCCNCCC#N	21%
COc1ccc(CNC(=O)c2ccc3c(=O)n(-c4cc(OC)ccc4OC)cnc3c2)cc1	8%
CN(C)Cc1nnc(C2CC(NC(=O)c3ccc4scnc4c3)C2)n1C (stereo not drawn)	?
Cc1ccc(-c2csc(Nc3ccc(O)cc3)n2)cc1C	?
CN(C)CCc1c[nH]c2ccc(C[C@H]3COC(=O)N3)cc12	31%[activator][57.4 µM]
CC(/C=N/NC(=O)C1CC1)c1ccccc1 (stereo not drawn)	22%
COc1cnc(CSc2nc(C)cc(C)n2)cc1OCC(=O)N1CCc2ccccc21	-17%
CCOc1ccc2c(c1)c(C(C)=O)c(C)n2-c1ccc(OC)cc1	?
COCCn1ncc(N2CCC(NC(=O)CC3CCCC3)CC2)cc1=O	5%
O=C(O)C[C@@H]1CCN(S(=O)(=O)c2ccc(Cl)cc2)C[C@@H]1CC1=NCCc2cc(F)ccc21	?
C=CCN(Cc1cccs1)C(=O)/C=C/c1ccccc1	3%
O=C(NCC1CCN(c2cc(-c3ccccc3)[nH]n2)CC1)c1ccc(=O)[nH]c1	10%
CC(C)c1ccc(NC(=O)C2CC(=O)NC(N3CCN(c4ccccc4)CC3)=N2)cc1 (stereo not drawn)	32%[activator]
O=C(Nc1ccc(F)cc1)C1=C(N2CCOCC2)c2ccccc2S1(=O)=O	8%
COc1ccc(C2CC(=O)Nc3nc(C)[nH]c(=O)c32)cc1OC (stereo not drawn)	-4%
COCCN(Cc1cccs1)C(=O)C1CC1	-4%
O=C(c1nc(-c2ccsc2)c2cnccn12)N1CCOCC1	?
CCN(CC)S(=O)(=O)c1ccc(C)c([N+](=O)[O-])c1	13%
O=C1NC(=O)C(CCC(=O)N2CCCN(Cc3ccccn3)CC2)N1 (stereo not drawn)	43%
COc1ccc(S(=O)(=O)N2C[C@@H](F)C[C@H]2C(=O)N2CCCCC2)cc1OC	8%
CCCCCCCCCCCCN1CCSCCS1(=O)=O	23%
c1ccc(-n2ncc3c(Nc4ccc5c(c4)OCO5)nc(NCC4CCCO4)nc32)cc1 (stereo not drawn)	-12%
CCc1c(C)sc(NC(=O)c2cc(C)oc2C)c1C#N	?
O=c1cc(N2CCOCC2)oc2c(NCc3ccncc3)nccc12	?
CCOc1cc(-c2ccccc2)sc1C(=O)O	-25%
COC(=O)C(NC(=O)c1ccc(Cl)cc1)(Nc1nc(C2CC2)cs1)C(F)(F)F (stereo not drawn)	?
Cc1n[nH]c(C)c1S(=O)(=O)N1CCN(C)CC1	-27%
CC(C)=CCC1=C(O)c2ccccc2C(=O)C1=O	63%&-12%[activator]
O=C(Nc1ccc2c(N3CCCC3)ncnc2c1)c1cccc(Br)c1	-10%
O[C@@H]1CCN(Cc2nc(C3(O)CCN(Cc4ccccc4)CC3)cs2)C1	33%[activator][176 µM]
O=[S+]([O-])(c1ccc(Br)cc1)c1nnn2c1nc(N1CCCCC1)c1ccccc12	8%[6.33 µM]
CN(C)c1cccc(-c2cnc(Nc3ccc4c(c3)OCCO4)c3c2CCO3)c1	1%[176 µM]
COc1ccc2nc(/C=C/c3cccc(O)c3)sc2c1	6.3µM*
CC1(C)CCCC(C)(C#CCN2CCC(Cc3ccccc3)CC2)O1 (stereo not drawn)	?
CC(C)Oc1cccc(-c2nc(C(=O)N(C)Cc3ccccc3)cs2)c1	?
COc1ccc(OC)c(CN(C(=O)c2cc(OC)ccc2Br)C2CC2)c1	20%
O=C(Nc1cccc(OC(F)(F)F)c1)c1cnc(N2CCN(Cc3cccc(C(F)(F)F)c3)C2=O)o1	2%
CCC1CCCN(C(=O)CN(C)c2ncnc3nc[nH]c23)C1 (stereo not drawn)	2%

Grouped by structure, the compounds so far with a Cl atom
SMILES	12-LOX inh
C[C@@H](NC(=O)C1CC1)c1onc(-c2ccc(Cl)cc2)c1C(=O)O	6%[176 µM]
O=C(O)C[C@@H]1CCN(S(=O)(=O)c2ccc(Cl)cc2)C[C@@H]1CC1=NCCc2cc(F)ccc21	?
COC(=O)C(NC(=O)c1ccc(Cl)cc1)(Nc1nc(C2CC2)cs1)C(F)(F)F (stereo not drawn)	?

Continued:
SMILES	12-LOX inh
Cc1cc(F)ccc1OC1CN(Cc2ccccc2)C1	?
COc1cccc(CN2CCc3c(cc(C(=O)Nc4ccccc4OC)n3C)C2)c1	17%
Cc1cccc(OCC(=O)NCc2nnc3ccc(-c4ccc(F)cc4)nn23)c1	7%
CN(C)C[C@@H]1CN(C2CCOCC2)C[C@H]1NC(=O)Cc1ccsc1	70%[activator]
COC(=O)C[C@@H]1OC[C@H](CO)N1S(=O)(=O)c1ccc(C)cc1	2%
CC(C)NC(=O)NCc1nnc2n1C(C(=O)N(C)C)CC2 (stereo not drawn)	2%[12.5 µM]
CS(=O)(=O)N1CCC(CC(=O)NCc2ccccc2)C1 (stereo not drawn)	-2%
O=C1NCCCCCCN(C(=O)c2ccoc2)[C@H]2C[C@H](c3nc(Cc4ccccc4)no3)C[C@@H]12	51%[activator]
CCN(CC)CCNc1nc(C)nc2c1c(C)nn2C	14%
Cc1ccc(C(=O)N2CCC3(CC2)CC(N(Cc2ccccc2)C2CC2)CCO3)cc1F (stereo not drawn)	?
COc1ccc(CN2C(=O)C(n3c(C)ccc3C)c3cc(F)ccc32)cc1 (stereo not drawn)	?
O=C(CC12CC3CC(CC(C3)C1)C2)Nc1ccc2oc(-c3cccnc3)nc2c1	-7%
O=C(CCC1CCN(C(=O)c2ccccc2Cl)CC1)NC1CC1	10%
CS(=O)(=O)N(CC(=O)Nc1cc(Cl)cc(Cl)c1)Cc1ccccc1	11%
O=C(CSc1nccn1Cc1ccc2c(c1)OCO2)NCc1ccc2c(c1)OCO2	-6%
O=C(NCc1ccc2c(c1)OCO2)c1cc(=O)c2ccccc2o1	?
N#Cc1cccc(CN2CCN(c3oc(C4CC4)nc3C#N)CC2)c1	?
Cc1cc(C)cc(C(=O)OCC(=O)c2c(C)cc(C)cc2C)c1	18%
O=C(Cn1nnnc1-c1ccccc1)N1CCCCC1	17%
CC(=O)c1c(C)[nH]c(C(=O)CSc2cc(Cl)ccc2Cl)c1C	-13%
CC1=C(C(=O)NCc2ccccc2C)C2(CCN(S(=O)(=O)c3cccs3)CC2)OC1=O	12%
O=C(NCc1ccc2c(c1)OCO2)C1CCN(C(=O)c2ncn3c2COC(c2ccccc2)C3)CC1 (stereo not drawn)	51%[activator]
COc1cc(C#N)ccc1OCc1cccc(COc2ccc(C#N)cc2OC)c1	-21%
COC(=O)C1=CN(c2c(C)cc(C)cc2C)C(N)=C(C#N)C1c1ccccc1 (stereo not drawn)	26%
O=S1(=O)CCC(S(=O)(=O)Nc2ccc(F)cc2)C1 (stereo not drawn)	10%
Cc1cc(C(=O)NC2CCc3nnc(C4CC4)n3CC2)nn1C (stereo not drawn)	37%
CN(CC(O)COCC(Cl)CCl)S(=O)(=O)O (stereo not drawn)	36%[activator]
O=C(c1ccccc1)N1CCC2(CC1)CCN(Cc1cccs1)c1ccccc1O2	77%[activator]
O=C(N[C@@H]1CN(C(=O)c2[nH]nc3c2CCc2ccccc2-3)CC[C@@H]1CO)c1ccccc1	30%
CN(C)c1ccc(C(=O)NC2CCN(c3cc(-c4ccc(Cl)cc4)[nH]n3)C2)cc1 (stereo not drawn)	-2%
CSc1ccccc1NC(=O)c1cnc(-c2ccc(C)cc2)nc1-c1ccncc1	-13%
CCOc1ccccc1C(=O)NC1CCCN(c2cc(-c3ccc(OC)cc3)[nH]n2)C1 (stereo not drawn)	45%[activator]
NC(=O)CC(NC(=O)c1cccc(Br)c1)c1ccc(NCCN2CCOCC2)c([N+](=O)[O-])c1 (stereo not drawn)	-18%
Cc1ccc(Nc2ccc3ccccc3c2)cc1	?
CC(C)c1nncn1C1CCN(S(=O)(=O)c2cc(F)ccc2F)CC1	-5%
COc1ccc2c(C)c(C(=O)N3CCCC3c3c(C)noc3C)oc2c1 (stereo not drawn)	12%
COc1cccc(-n2nc(C(=O)Nc3cccc(C(F)(F)F)c3)c3ccccc3c2=O)c1	-2%
COc1ncccc1-c1ncc2c(n1)OCCN(Cc1ccccc1)C2=O	-19%[176 µM]
CC(c1ccc(S(N)(=O)=O)cc1)N(C)C(=O)CCc1ncc(-c2ccccc2Cl)o1 (stereo not drawn)	9%
CCN(CC)Cc1cnc2c(C(=O)N(C)Cc3cc(C)cc(C)n3)cnn2c1	34%

Of the compounds above, 3 have two or more sulfur atoms.
SMILES	12-LOX inh
CCCCCCCCCCCCN1CCSCCS1(=O)=O	23%
CC1=C(C(=O)NCc2ccccc2C)C2(CCN(S(=O)(=O)c3cccs3)CC2)OC1=O	12%
O=S1(=O)CCC(S(=O)(=O)Nc2ccc(F)cc2)C1 (stereo not drawn)	10%

Remaining list, next part.
SMILES	12-LOX inh
COc1cccc(NC(=O)CC2Nc3ccccc3NC2=O)c1 (stereo not drawn)	16µM*
COc1cncc(CN2CCC3(CC2)OC(=O)N(Cc2csc(C)n2)C3(C)c2ccccc2)c1 (stereo not drawn)	30%[activator]
C[C@@H](N)C(=O)N1CCC(n2nccc2NC(=O)Nc2ccccc2Cl)CC1	26%
O=C(c1cccc(F)c1)N1CCC2(CC1)N=C(c1ccc(Br)cc1)NO2	?
O=C(C1CC1)N1CCC2(CC1)CN(c1ccccc1)C2=O	39%[activator]
CCN1CC2(CCN(C(=O)c3cc4c(cc3OC)CCC4)CC2)OC1=O	12%
CC(C)(C)c1cc(N/C=C/C(=O)C(F)(F)F)cc(C(C)(C)C)c1	-27%
CCn1c(SCc2nnc(-c3ccccc3Br)o2)nnc1N1CCOCC1	-1%
Cc1cc(C(=O)N2C[C@@H](CO)[C@H](c3ccncc3)C2)on1	24%
CS(=O)(=O)Nc1ccc(C2(C(=O)N3CCN(c4ccccc4)CC3)CCCCC2)cc1	0%
COc1cccc(-c2ccc3onc(C)c3n2)c1	2%[176 µM]
O=C(c1n[nH]c2ccccc12)N1CCCC1c1nc(CCOCC2CCCC2)no1 (stereo not drawn)	1%
O=C(Nc1ccncc1)c1ccnc(-c2nnc3ccc(N4CCOCC4)nn23)c1	5%[176 µM]
COc1cccc(COC2CN(CC(C)C)C(=O)CN(C(=O)c3csc(C(C)=O)c3)C2)c1 (stereo not drawn)	-8%
CC(C)(C)c1ccc(C(=O)N2C[C@@H](CO)[C@H](c3ccncc3)C2)cc1	36%[activator]
CCOC(=O)c1cnc2ccc(OCC)cc2c1Nc1ccccc1OCC	-14%
COCc1cc(CC2(NCC(C)(C)C)COC2)no1	48%[activator][176 µM]
CCCCc1nc(CN2CCN(c3cccc(F)c3C#N)CC2)no1	-23%
Cn1c(=O)c2c(nc(NCCO)n2Cc2cccc(C(F)(F)F)c2)n(C)c1=O	9%
CSc1ccccc1C(=O)Nc1ccc2c(c1)-c1ccccc1C2	-13%

Rewritten comma-delimited: entries from further up
compound,12-LOX inh
CSc1ccccc1C(=O)Nc1ccc2c(c1)-c1ccccc1C2,-13%
COc1cccc(COC2CN(CC(C)C)C(=O)CN(C(=O)c3csc(C(C)=O)c3)C2)c1 (stereo not drawn),-8%
CCOC(=O)c1cnc2ccc(OCC)cc2c1Nc1ccccc1OCC,-14%

Returning to the listing with the three entries that preceded the break.
SMILES	12-LOX inh
CCCCc1nc(CN2CCN(c3cccc(F)c3C#N)CC2)no1	-23%
Cn1c(=O)c2c(nc(NCCO)n2Cc2cccc(C(F)(F)F)c2)n(C)c1=O	9%
CSc1ccccc1C(=O)Nc1ccc2c(c1)-c1ccccc1C2	-13%
O=C(NCc1ccco1)c1ccc(Cn2ccn3nc4c(c3c2=O)CCCC4)cc1	-4%
C[C@H](O)[C@@H]1CN2CCc3ccc(-c4ccc5c(c4)OCO5)cc3[C@@H]2C[C@@H]1N(C)C(=O)C1CCCCC1	-7%
Cc1noc(-c2cn(C3CCN(C(=O)COc4ccc(F)cc4)C3)nn2)n1 (stereo not drawn)	-5%
CCOc1ccc(S(=O)(=O)N2CCN(C3(CC)CCN(S(C)(=O)=O)C3)CC2)cc1 (stereo not drawn)	14%
O=C(NCc1ccncc1)C(=O)NCC(c1ccccc1)c1ccccc1	-1%
CC(C)NC(=O)c1ccccc1-c1ncc(-c2ccc(F)cc2)o1	3%
O=C(NCC[C@H]1CC[C@@H](NC(=O)C2CCC2)[C@@H](CO)O1)c1cc(Cl)cc(Cl)c1	0%
C[S+](=O)([O-])CCn1ncc2cc(OCc3cccc(-c4ccccc4)c3)ccc21	22%[176 µM]
CC(=O)NCCC(=O)N1Cc2ccccc2CC2(CCCN(CC3CCNCC3)C2)C1 (stereo not drawn)	-1%[6.33 µM]
COc1ccc(NC(=O)N(C)[C@H]2C[C@H]3c4[nH]c5c(-c6cccc(C)c6)cccc5c4CCN3C(=O)[C@H]2[C@H](C)O)cc1	1%
CC(C)(C)c1ccc(S(=O)(=O)n2cnc3ccccc32)cc1	?
COc1ccc(CC2(CO)CCN(c3cc(OC)nc(N)n3)CC2)cc1	48%[activator]
O=C(CN1CCCC(c2nc3ccccc3o2)C1)N1CCNC1=O (stereo not drawn)	6%
Cn1cnc2c1c(=O)n(CCCSCc1ccc(Cl)cc1Cl)c(=O)n2C	7%
CC(C)(C)c1ccc(C(=O)N/N=C/c2ccc3ccccc3c2)cc1	3%
CNC(=O)[C@@H]1CN(Cc2ccc(Br)cc2F)C[C@H]1CO	9%
COC(=O)/C=C/c1ccccc1	0%[176 µM]

An excerpt, so the mix of outcomes need not match the whole.
